WT yeast gro inh: growth inhibition of WT yeast, mitochondrial fusion screen; mitochondrial fusion phenotypic screen, WT strain; hit rate 2.1% among 190,000; AID 1362; inhibition, % at 10 µM; in the data active means inhibition above about 58%; tested in S. cerevisiae
PMI inhibition: human PMI inhibitors, high substrate, primary screen, biochemical, fluorescence intensity, high mannose 6-phosphate (AID 1220); recombinant PMI enzyme, coupled fluorescence intensity; higher % means a stronger effect; inhibition, % at 20 µM; hits with a dose series show IC50 in µM; hit rate 0.66% among 190,000
LYP inhibition: inhibitors of LYP phosphatase, biochemical, fluorescence intensity, uHTS (AID 1779). recombinant LYP phosphatase, fluorescence intensity; higher % means a stronger effect. inhibition, % at 11.5 µM, or IC50 in µM where a hit was titrated. hit rate 0.054% among 290,000;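 further: plate controls were vehicle with enzyme for no effect and no enzyme for full effect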
M17LAP inhibition: P. falciparum M17LAP inhibitors, primary screen, biochemical, fluorogenic H-Leu-NHMec substrate, 1536-well (AID 1619). recombinant M17LAP, H-Leu-NHMec fluorogenic kinetic assay; higher % means a stronger effect. hit rate 0.38% among 220,000. inhibition, % at 30 µM; hits with a dose series show IC50 in µM;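 active means compound inhibiting the enzyme by more than half at any dose during confirmatory dose-response retesting; inconclusive means strong single-dose inhibitors picked by rank but not retested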;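 further: plate controls were full reaction with DMSO carrier for no effect and no enzyme background for full effect; strong numbers were not always called active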
P. falciparum M1AAP: malaria alanyl aminopeptidase activity blockers – biochemical, fluorogenic H-Leu-NHMec substrate, 1536-well (AID 1445); recombinant M1AAP, H-Leu-NHMec fluorogenic kinetic assay; higher % means a stronger effect; inhibition, % at 30 µM; hits with a dose series show IC50 in µM; hit rate 0.42% among 220,000;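 active means primary inhibition above the hit cutoff, then over 50% inhibition at one or more dose response concentrations, cut at about 23% in these data, passing the limit was not always enough; inconclusive means conflicting primary data, or primary hits not chosen for dose response; inactive means low primary inhibition, or under 50% at every dose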;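 further: plate controls were DMSO full reaction for no effect and no enzyme background for full effect; strong numbers were not always called active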
Yfh1-depleted yeast: mitochondrial function rescue without frataxin homolog – Friedreich's ataxia, plus single-dose screen, dose response (AID 1465). S. cerevisiae Yfh1-off respiration, WST-1 reduction, 72 h; higher fold induction means a stronger effect. fold induction at 50 µM, or EC50 in µM where a hit was titrated. hit rate 0.074% among 220,000;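 active means fold induction of absorbance versus untreated yeast above a set limit, then at least 30% activation at any dose in follow-up; inconclusive means repeats straddling the limit, or above it without dose testing; inactive means fold induction below the set limit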;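 further: activators that raise dye reduction in frataxin-depleted yeast; strong numbers were not always called active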
human PMI inhibition: MPI enzyme activity inhibition – biochemical, fluorescence intensity, coupled assay, primary screen (AID 1209); purified PMI enzyme, coupled fluorescence intensity; higher % means a stronger effect; hit rate 0.42% among 190,000; inhibition, % at 20 µM, or IC50 in µM where a hit was titrated;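 further: plate controls were DMSO vehicle for no effect and wells lacking substrate for full effect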
XIAP displacement: XIAP antagonists, biochemical, IAP family, fluorescence polarization (AID 1018); XIAP BIR domain, fluorescence polarization peptide displacement; higher % means a stronger effect; one-dose displacement, % at 20 µM; IC50 in µM for titrated hits; hit rate 0.007% among 200,000; in the data active means displacement above about 50%; further: a part of the inactive calls stands beside numbers as strong as those of hits
TNAP activators: stimulation of alkaline phosphatase TNAP activity – biochemical, luminescent, no phosphate acceptor, uHTS, primary screen (AID 1001). hit rate 0.03% among 200,000. one-dose activation fold at 20 µM; EC50 in µM for titrated hits. purified TNAP, luminescent activation assay, no phosphate acceptor; higher activation fold means a stronger effect; in the data active means activation fold from about 3, or a potency from the dose series; inactive means the rest, 99 in 100 with activation fold below about 1.6; further: many of its hits are not listed in these tables
WT yeast gro inh mutant strain: also measured in WT yeast gro inh; calls as there; inhibition, %; mitochondrial fusion phenotypic screen, mutant strain inhibition
Active calls of the source: *; i = inactive; ? = inconclusive; / = no result given. Unless noted, no stated cut-off is given here; in the data, active means inhibition above about 50%; inactive means the rest.

SMILES | WT yeast gro inh | WT yeast gro inh mutant strain | PMI inhibition | LYP inhibition | M17LAP inhibition | P. falciparum M1AAP | Yfh1-depleted yeast | human PMI inhibition | XIAP displacement | TNAP activators
CCCNC(=O)c1c(O)c2c([nH]c1=O)CCCC2 | 6 | 4 | / | -1% | -3% | 4% | i | / | -6.0% | 1
N#Cc1cnn(-c2cccc(Cl)c2)c1-n1cccc1 | / | / | / | -3% | 0% | 4% | i | / | / | /
CCc1ccc2c(COn3nnc4ccc(S(=O)(=O)N(C)C)cc43)cc(=O)oc2c1 | -6 | 6 | 5% | 1% | 10% | 7% | i | 6% | -5.0% | 1
CCN(CC)S(=O)(=O)c1cccc(C(=O)Nc2ccc(C#N)cc2)c1 | -6 | 1 | 16% | -8% | 14% | 8% | i | 20% | -8.8% | 1.1
O=C(CCC1COc2ccccc2O1)NC1CCCCC1 (stereo not given) | -3 | 9 | -4% | -9% | 5% | 1% | i | -13% | -5.1% | 1.2
O=C(CCc1nnc(C2(c3ccc(Cl)cc3)CCC2)o1)NCCCn1cccn1 | -2 | -2 | -10% | 1% | -16% | -4% | i | -3% | -2.9% | 1.1
O=C(CN1CCC(n2nnc3cc(F)ccc32)CC1)NC1CCCCC1 | -4 | -6 | 10% | -2% | 10% | 5% | i | -16% | -2.6% | 1
O=c1nc(Nc2ccccc2)sc2ccc([N+](=O)[O-])cc12 | 10 | -6 | 6% | -3% | 3% | 3% | i | 11% | 0.3% | 1
C/C(NC1CCCC1)=C(/C#N)C(N)=O | -5 | -3 | 9% | -1% | 6% | -2% | i | 11% | -3.4% | 1.1
CCc1ccc2[nH]c(=O)c(C(c3nnnn3Cc3ccc(OC)cc3)N3CCOCC3)cc2c1 (stereo not given) | 5 | 11 | 8% | -8% | 3% | 21% | i | 2% | -2.3% | 1.2
CCCS(=O)(=O)NCCc1cc2c(C)ccc(C)c2[nH]c1=O | -9 | -32 | -1% | -7% | 6% | 8% | i | -11% | 1.1% | 1.2
COc1ccc(CCNC(=O)CSc2ccc3ccccc3c2)cc1OC | 3 | 14 | 7% | -1% | -6% | 5% | i | 2% | -3.8% | 1
O=C(Nc1ccccc1)C1CC(=O)n2ncnc2N1 (stereo not given) | 3 | 17 | 10% | 1% | -5% | 1% | i | 16% | 1.4% | 1.1
CCOc1ccc(S(=O)(=O)NCc2cccs2)cc1 | -6 | -4 | 7% | -4% | 1% | 2% | i | 8% | -4.0% | 1
CC(=O)N/C(=C\c1ccc(Br)s1)C(=O)O | -1 | -16 | 6% | -4% | 7% | 0% | i | -5% | -0.2% | 1.1
CN(C)S(=O)(=O)c1ccc(C(=O)N2CCC(c3nc4ccccc4o3)CC2)cc1 | 5 | -6 | 6% | 0% | 1% | -1% | i | 10% | -3.8% | 1
CCCCN(Cc1ccccc1)C(=O)C1CCN(Cc2sccc2C)CC1 | 1 | -2 | 3% | -7% | 9% | 7% | i | 1% | 2.1% | 1.1
CC(=O)c1ccc(OCCCC(=O)Nc2cccc(S(=O)(=O)N(C)C)c2)cc1 | 8 | -2 | 9% | 0% | 0% | -2% | i | 3% | -4.9% | 1.1
COc1cc(Cl)c(C)cc1NC(=O)c1ccc2c(SCC(=O)O)c3c(nc2c1)CCCC3 | -8 | 2 | 5% | 6% | 7% | 39% | i | 0% | -5.0% | 1.1
Cc1sc2nc3n(c(=O)c2c1C)Cc1ccccc1-3 | / | / | 7% | -10% | / | / | / | 5% | -6.3% | 1.1
O=C(c1cn[nH]c1)c1cc(F)ccc1O | 8 | -13 | 18% | -2% | 21µM* | 7% | i | 12% | -2.6% | 1.1
CCOC(=O)C1CCCN(c2c(NCCc3ccc(C)cc3)c(=O)c2=O)C1 (stereo not given) | / | / | / | 0% | 7% | 0% | i | / | / | /
CCc1c(O)c(-c2ccccc2)c(=O)n(-c2ccccn2)c1-c1ccccc1 | / | / | / | 2% | 1% | -2% | i | / | / | /
C=C(C)COc1ccc(-c2n[nH]c(C)c2-c2ccc(Br)cc2)c(O)c1 | 26 | 1 | 5% | 3% | -1% | -3% | i | 11% | -6.2% | 1.1
CCN(CC)C(=O)N1CCN(S(=O)(=O)c2ccc(C)c(C)c2)CC1 | 5 | 5 | 16% | -8% | 4% | -3% | i | 12% | -3.3% | 1

Later entries.
SMILES | WT yeast gro inh | WT yeast gro inh mutant strain | PMI inhibition | LYP inhibition | M17LAP inhibition | P. falciparum M1AAP | Yfh1-depleted yeast | human PMI inhibition | XIAP displacement | TNAP activators
CCC(NC(=O)c1ccccc1NC(=O)c1ccco1)C(=O)O (stereo not given) | 2 | -9 | 1% | -3% | 10% | -1% | i | -2% | 1.2% | 1.1
Cc1noc(/C=C/c2ccc(-c3ccccc3Cl)o2)c1[N+](=O)[O-] | 6 | -18 | 3% | 0% | -4% | 3% | i | 6% | -1.9% | 0.9
c1cncc(-c2nn3c(Cn4cnc5ccccc54)nnc3s2)c1 | -5 | 0 | 6% | -3% | 6% | 9% | i | 42% | -9.8% | 1.1
Cn1c(=O)c2c(c3ccccc31)OC(C)(C)CC2 | 1 | -19 | 6% | -2% | -1% | -3% | i | 1% | 3.6% | 1.1
O=[N+]([O-])c1cc(C(F)(F)F)ccc1NCCNC(=S)Nc1ccc(Cl)cc1 | -1 | 3 | 14% | 0% | 4% | 3% | i | 15% | -1.4% | 1
CC(=O)OCC(=O)[C@@]1(O)[C@H](C)C[C@H]2[C@@H]3CCC4=CC(=O)C=C[C@]4(C)[C@@]3(F)[C@@H](O)C[C@@]21C | -8 | -4 | 4% | -4% | -20% | 5% | i | 4% | -21% | 1
Cn1c(=O)c2[nH]c(NCC3CCCO3)nc2n(-c2ccccc2)c1=O (stereo not given) | -8 | -6 | 2% | -4% | 8% | 10% | i | 2% | -11% | 1.1
O=C1CSC(=Nc2cc(Cl)ccc2Cl)N1 | 5 | -42 | 10% | -3% | 22% | -7% | i | 15% | -6.2% | 1
CN1CCN(Cc2oc(CO)cc(=O)c2O)CC1 | 12 | -14 | 14% | -6% | -16% | -1% | i | 14% | -5.6% | 1.1
COc1ccc2nc(NC(=O)CSC3=NCCS3)sc2c1 | 19 | 11 | 4% | 9% | -4% | 3% | i | 5% | 0.2% | 1.1
O=C(Nc1ncc(Cc2cccc([N+](=O)[O-])c2)s1)c1ccco1 | 0 | 5 | -4% | -9% | -3% | -2% | i | -1% | -6.3% | 1.1
COc1ccc([N+](=O)[O-])cc1NC(=O)c1ccc(Br)s1 | 0 | 2 | 4% | -8% | 8% | 4% | i | 7% | -7.6% | 1.1
COc1ccc(Cl)cc1C(=O)Nn1c(-c2cccs2)nc2ccccc2c1=O | -1 | 1 | -2% | 7% | -17% | -1% | i | -6% | -3.1% | 0.9
COC(=O)COc1ccc(C2NC(=O)NC(C)=C2C(=O)NCc2ccccc2)cc1OC (stereo not given) | 7 | -9 | 4% | -2% | 20% | 2% | i | 2% | -4.4% | 1.1
CCN(c1ccccc1)S(=O)(=O)c1cc(OC)ccc1OC | -8 | -23 | 2% | -4% | -6% | 3% | i | 12% | -0.9% | 1.1
Cc1cc(C(=O)COC(=O)c2cc(O)c3ccccc3c2O)c(C)n1CC1CCCO1 (stereo not given) | 52 | 63 | 48% | 4% | 27% | ? | ? | -11% | -2.9% | 1
CC1Cc2ccccc2N1C(=O)C1CCN(S(=O)(=O)c2cccs2)CC1 (stereo not given) | 13 | 2 | -6% | -10% | 6% | -4% | i | 1% | -8.9% | 1.1
CC1(C)CC(=O)C(CC2=C(O)CC(C)(C)CC2=O)C(=O)C1 | 1 | -19 | -10% | 4% | -15% | 6% | i | -9% | -4.3% | 1
CCN(CC)c1ccc(/C=N/Nc2cccc(C)c2)c(O)c1 | -15 | 0 | -62% | -4% | 9% | 10% | i | -16% | 0.3% | 1
O=C1CN(c2ccc(Cl)cc2)C(=O)CN1NC(=S)Nc1ccc(Cl)cc1 | -11 | -3 | -5% | -2% | 11% | 7% | i | 2% | 1.7% | 1.1
O=C(OCn1nnc2ccccc2c1=O)c1cccnc1Cl | -6 | -23 | -7% | 4% | 15% | 1% | i | -5% | -8.1% | 1.2
COC(=O)c1ccc(S(=O)(=O)NCc2cccc(OC)c2)n1C | -7 | -6 | 6% | -9% | -3% | 7% | i | 10% | -4.6% | 1.1
Cc1cccc(-n2c(N)cc(=O)nc2SCC(=O)Nc2cc(C)on2)c1 | 3 | -8 | 2% | -5% | -3% | 2% | i | -2% | -6.9% | 1.1
COc1ccc(Nc2nc(N)nc(CN3CCN(c4ccccn4)CC3)n2)cc1 | 32 | 15 | -11% | -1% | 8% | 1% | i | 6% | -5.1% | 1.1
CC1(C)CC(=O)C(C=Nc2ccccc2)=C(O)C1 | 11 | 4 | -12% | 2% | -36% | 3% | i | -6% | -4.1% | 1

Part of the list above in order of count of non-hydrogen atoms, ascending.
SMILES | WT yeast gro inh | WT yeast gro inh mutant strain | PMI inhibition | LYP inhibition | M17LAP inhibition | P. falciparum M1AAP | Yfh1-depleted yeast | human PMI inhibition | XIAP displacement | TNAP activators
O=C1CSC(=Nc2cc(Cl)ccc2Cl)N1 | 5 | -42 | 10% | -3% | 22% | -7% | i | 15% | -6.2% | 1
CC1(C)CC(=O)C(C=Nc2ccccc2)=C(O)C1 | 11 | 4 | -12% | 2% | -36% | 3% | i | -6% | -4.1% | 1
CCN(c1ccccc1)S(=O)(=O)c1cc(OC)ccc1OC | -8 | -23 | 2% | -4% | -6% | 3% | i | 12% | -0.9% | 1.1
Cc1noc(/C=C/c2ccc(-c3ccccc3Cl)o2)c1[N+](=O)[O-] | 6 | -18 | 3% | 0% | -4% | 3% | i | 6% | -1.9% | 0.9
Cn1c(=O)c2[nH]c(NCC3CCCO3)nc2n(-c2ccccc2)c1=O (stereo not given) | -8 | -6 | 2% | -4% | 8% | 10% | i | 2% | -11% | 1.1
COc1ccc(Nc2nc(N)nc(CN3CCN(c4ccccn4)CC3)n2)cc1 | 32 | 15 | -11% | -1% | 8% | 1% | i | 6% | -5.1% | 1.1

Structures listed above printed as active in M17LAP inhibition:
SMILES	WT yeast gro inh mutant strain	PMI inhibition	LYP inhibition	M17LAP inhibition	P. falciparum M1AAP	human PMI inhibition	XIAP displacement	TNAP activators
O=C(c1cn[nH]c1)c1cc(F)ccc1O	-13	18%	-2%	21µM*	7%	12%	-2.6%	1.1

Screening results deposited in PubChem by several laboratories.
